Assay outcomes from PubChem BioAssay.
Wnt bcat act: activates Wnt/beta-catenin signaling in a reporter cell assay; activator, plate reader; activation, % at 9.35 µM; 300,000 tested, 1.2% active; AID 743398; in the data active means activation above about 30%, passing the limit was not always enough;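 further: 0% = neutral control wells and 100% = positive control wells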
Active calls of the source: *.

SMILES | Wnt bcat act
C[C@H]1C(C(=O)N(C)C2CCCCC2)=Cc2c(n(-c3ccc(F)cc3)c(=O)n2CCCOc2ccccc2)C=C1c1ccccc1 | -9
OC[C@H]1O[C@@H](c2nc(-c3ccccc3Br)no2)[C@H](O)[C@@H]1O | 0
C(CCN1CCOCC1)CN1CCOCC1 | 10
CC(=O)NC(c1ccccc1)c1nc(/C=C/c2ccccc2)cs1 (configuration not stated) | -1
COCC(O)Cn1ccnc1N=Nc1ccccc1 (configuration not stated) | -1
CCCCn1nnnc1C1(C)CCC(=O)N1CCCn1ccnc1 (configuration not stated) | -2
CCCCCn1nnnc1C1c2ccccc2C(=O)N1Cc1ccco1 (configuration not stated) | -3
CC1(C(=O)NCc2ccccc2Br)CCN1C(=O)Cc1ccc(-c2ccccc2)cc1 (configuration not stated) | 0
COc1ccc(CNC(=O)C2Cc3c(-c4cccc(F)c4)ccnc3O2)cc1OC (configuration not stated) | 0
Cc1ccc(-c2nc3cc(C)c(Br)c(C)n3c2CC2CCCCC2)cc1 | -3
Cc1cc(Br)cn2c(Cc3ccccc3C(F)(F)F)c(-c3ccc(Cl)cc3)nc12 | -5
CC(C)c1ccc(CN2CCC2(C)C(=O)Nc2ccc3c(c2)OCO3)cc1 (configuration not stated) | -1
O=C(c1cc(-c2ccccc2)on1)N(Cc1cccnc1)C(c1ccccn1)c1nc2ccccc2[nH]1 (configuration not stated) | -2
NC(=O)c1cccc(-c2ccnc3c2CC(C(=O)NCc2ccco2)O3)c1 (configuration not stated) | -1
CC(C)Nc1nc(-c2ccccc2CO)c2sccc2n1 | 0
CCOC(=O)[C@]12CCCC=C1N(Cc1ccccc1)C(=O)[C@H](CC(=O)N1CCN(C(=O)c3ccco3)CC1)C2 | -1
CC(=O)N(C)C[C@@H]1OCc2ccccc2-c2c(n(C)c3ccccc23)C(=O)N([C@@H](C)CO)C[C@@H]1C | -1
CCOc1ccc(CCNC(=O)C2CCCN(S(=O)(=O)N3CCCCC3)C2)cc1OCC (configuration not stated) | 0
CCCCNC(=O)c1nc(C2CCN(S(=O)(=O)c3ccccc3C(F)(F)F)CC2)oc1-c1cccc(C(F)(F)F)c1 | -1
COc1cc(CCN(C(=O)c2cc3ccccc3[nH]2)C(C)c2nc3ccccc3[nH]2)cc(OC)c1 (configuration not stated) | -1

No new results follow: an excerpt of the list.
SMILES | Wnt bcat act
C[C@H]1C(C(=O)N(C)C2CCCCC2)=Cc2c(n(-c3ccc(F)cc3)c(=O)n2CCCOc2ccccc2)C=C1c1ccccc1 | -9
OC[C@H]1O[C@@H](c2nc(-c3ccccc3Br)no2)[C@H](O)[C@@H]1O | 0
C(CCN1CCOCC1)CN1CCOCC1 | 10
CC(=O)NC(c1ccccc1)c1nc(/C=C/c2ccccc2)cs1 (configuration not stated) | -1
COCC(O)Cn1ccnc1N=Nc1ccccc1 (configuration not stated) | -1
CCCCn1nnnc1C1(C)CCC(=O)N1CCCn1ccnc1 (configuration not stated) | -2
CCCCCn1nnnc1C1c2ccccc2C(=O)N1Cc1ccco1 (configuration not stated) | -3
CC1(C(=O)NCc2ccccc2Br)CCN1C(=O)Cc1ccc(-c2ccccc2)cc1 (configuration not stated) | 0
COc1ccc(CNC(=O)C2Cc3c(-c4cccc(F)c4)ccnc3O2)cc1OC (configuration not stated) | 0
Cc1ccc(-c2nc3cc(C)c(Br)c(C)n3c2CC2CCCCC2)cc1 | -3
Cc1cc(Br)cn2c(Cc3ccccc3C(F)(F)F)c(-c3ccc(Cl)cc3)nc12 | -5
CC(C)c1ccc(CN2CCC2(C)C(=O)Nc2ccc3c(c2)OCO3)cc1 (configuration not stated) | -1
O=C(c1cc(-c2ccccc2)on1)N(Cc1cccnc1)C(c1ccccn1)c1nc2ccccc2[nH]1 (configuration not stated) | -2
NC(=O)c1cccc(-c2ccnc3c2CC(C(=O)NCc2ccco2)O3)c1 (configuration not stated) | -1
CC(C)Nc1nc(-c2ccccc2CO)c2sccc2n1 | 0
CCOC(=O)[C@]12CCCC=C1N(Cc1ccccc1)C(=O)[C@H](CC(=O)N1CCN(C(=O)c3ccco3)CC1)C2 | -1

Next entries follow:
SMILES | Wnt bcat act
Cn1nc(C(C)(C)C)cc1C(=O)N1CCCCC1c1cc(C(=O)N2CCOCC2)no1 (configuration not stated) | -2
Cc1ccc2c(=O)n3c(nc2c1)C(Cc1ccccc1)NC(=O)c1ccc(Cl)cc1-3 (configuration not stated) | -5
COc1ccccc1CCn1cnc(-c2ccccc2F)c1CC(C)C | 26
FC(F)(F)c1ccccc1Cc1c(-c2ccccc2)nc2c3ccccc3ccn12 | -1
Cc1ccc(OC(=O)c2ccc3nc(C)sc3c2)cc1 | 0
COCCCNC(=O)CC[C@H]1O[C@@H](n2cnc3c(NC(=O)c4ccccc4)ncnc32)[C@H](O)[C@@H]1O | -1
COC(=O)C[C@H]1C=C[C@@H](NC(=O)c2ccncc2)[C@@H](CO)O1 | 0
[O-][n+]1ccccc1C(O)CSc1ccccc1 (configuration not stated) | 0
COc1ccccc1NC(=O)N(C)C[C@H]1OCc2cn(nn2)CCCC(=O)N([C@H](C)CO)C[C@@H]1C | 4
CCCCC(=O)N(C)c1c(CC)nc2c(OCC(=O)c3ccc(Cl)cc3Cl)cccn12 | -3
CN1CCN(C(=O)C[C@@H]2C=C[C@H](NS(=O)(=O)c3cccc(F)c3)[C@@H](CO)O2)CC1 | -1
O=C1c2ccccc2[C@@H]2Cc3csc[n+]3[C@H]12 | -2
CC(=O)NC(c1cccc(F)c1)c1nc(-c2cccc(F)c2)cs1 (configuration not stated) | 0
COc1ccc(S(=O)(=O)N2CCCCC2c2cc(C(=O)Nc3ccccc3Cl)no2)cc1 (configuration not stated) | -1
COc1c2c(cc3c1c(=O)c1ccccc1n3C)OCO2 | 1
CCCc1nc2ccc(C(=O)OC)cn2c1Cc1ccccc1OC | -2
COC(=O)[C@]12C[C@H](CC(=O)N3CCCCC3)C(=O)N(Cc3ccccc3)C1=C[C@H](C(C)C)O[C@@H]2C1CC1 | -10
c1cc2cc(CNc3nc(NCC4CC4)nc4ccsc34)ccc2o1 | -2
CC1(Cc2cccc(F)c2)C(=O)Nc2ccc(OC(F)(F)F)cc21 (configuration not stated) | -1
CC(C)(C)C(c1nc2ccccc2[nH]1)n1c(-c2cccc(S(C)(=O)=O)c2)nc2ccccc21 (configuration not stated) | 30

Two entries picked at random from those above, as already listed:
SMILES | Wnt bcat act
CN1CCN(C(=O)C[C@@H]2C=C[C@H](NS(=O)(=O)c3cccc(F)c3)[C@@H](CO)O2)CC1 | -1
O=C(c1cc(-c2ccccc2)on1)N(Cc1cccnc1)C(c1ccccn1)c1nc2ccccc2[nH]1 (configuration not stated) | -2

(more compounds)
SMILES | Wnt bcat act
COc1ccccc1Cc1c(-c2cccc(Cl)c2)nc2ccc(C)cn12 | 25
O=C(Nc1ccccc1)c1cc(C2CCCCN2S(=O)(=O)Cc2cccc(C(F)(F)F)c2)on1 (configuration not stated) | 0
CCCCC(=O)N(C)c1c(CC)nc2c(OCc3cc(Cl)cc(Cl)c3)cccn12 | -2
CCc1nc2ccc(C(=O)Nc3ccc(OC)c(OC)c3)cn2c1N(CC)CCOC | -3
COc1cccc(C(=O)N[C@@H](Cc2cccnc2)C(=O)N2CCC[C@H]2C(=O)NC2CCCC2)c1 | -2
COc1ccc(C(N)c2csc(Nc3ccc(C(=O)c4ccccc4)cc3)n2)cc1 (configuration not stated) | 2
O=c1ccn([C@@H]2O[C@H](CNCc3ccccc3OCc3ccc(Cl)cc3Cl)[C@@H](O)[C@H]2O)c(=O)[nH]1 | -1
COc1cccc(C(c2nnnn2C(C)(C)C)N2CCN(C/C=C/c3ccccc3)CC2)c1OC (configuration not stated) | -2
O=C(NCc1cc(Cl)cc(Cl)c1)c1ccc2sc([C@H]3C[C@H](O)[C@@H](CO)O3)nc2c1 | -4
Cc1ccc(-c2nc3c(C)cc(Br)cn3c2Cc2ccccc2)cc1 | -1
CCCCNC(=O)C1(C)CCN1C(=O)c1ccncc1 (configuration not stated) | -3
Nc1nc2ccc(Cl)cc2cc1C(=O)NCCCN1CCOCC1 | -3
COCc1[nH]nc2c1C(c1ccc(F)cc1)N(Cc1ccccc1)C2=O (configuration not stated) | -3
CCNC(=O)C1(C)CCCN1C(=O)c1ccc(C#N)cc1 (configuration not stated) | -14
c1cc(-c2cc3nc(NC4CCCCC4)ccn3n2)ccc1OCCN1CCOCC1 | -2
O=C(NCc1ccccc1)C(c1ccc(-c2ccccc2)cc1)n1c(=O)c(-c2cc3ccccc3[nH]2)nc2ccccc21 (configuration not stated) | -3
COC(=O)N1C[C@H](OCc2cn(-c3cc(Cl)cc(Cl)c3)nn2)[C@H](OCc2cn(-c3cc(Cl)cc(Cl)c3)nn2)C[C@@H]1c1ccccc1Br | -5
O=C(C(O)c1ccc(Br)cc1)N1CCC(Nc2ccc3[nH]ncc3c2)CC1 (configuration not stated) | -4
CC(C)(C)c1cc2nc(NCCc3ccc(S(N)(=O)=O)cc3)ccn2n1 | -2
CCOC(=O)C1=CCN(S(=O)(=O)c2ccc(C)cc2)C1c1cccc(C)c1 (configuration not stated) | -1
COc1cc(CNc2ncnc3c2ncn3[C@H]2CN(Cc3ccc4c(c3)OCO4)C[C@@H](CO)O2)cc(OC)c1OC | 0
OC(c1ccccc1)(c1ccccc1)C1CCN(CCCOc2ccncc2)CC1 | -3
CCOC1=C2CN(S(=O)(=O)c3ccc(C)cc3)C(c3cccc(Cl)c3)CC2NC(c2ccccc2)C1 (configuration not stated) | -6
CC(NC(=O)c1c(N)[nH]c(C(=O)c2ccccc2)c1-c1ccccc1Br)c1cccc2ccccc12 (configuration not stated) | 7
CC(=O)NCCNC(=O)C1Cc2c(-c3ccccc3Oc3ccccc3)ccnc2O1 (configuration not stated) | -1
Cc1ccccc1OCCCN1CCC(C(O)(c2ccccc2)c2ccccc2)CC1 | -8
COc1ccc(OC)c(NC(=O)Nc2nc(C(N)c3ccccc3Cl)cs2)c1 (configuration not stated) | 3
COc1ccc(CN2C(=O)CCC2(C)c2nnnn2-c2ccc3c(c2)OCCO3)cc1OC (configuration not stated) | 1
CCC(=O)Nc1ccc2c(c1)OC[C@@H](C)NC[C@@H](C)[C@@H](OC)CN(C)C2=O | 2
O=[N+]([O-])c1ccccc1CCO | 1
O=C(NCCc1ccccc1)C1Cc2c(-c3ccc(Cl)cc3)ccnc2O1 (configuration not stated) | 0
Cc1ccc(F)cc1C(=O)N1CCCCC1c1cc(C(=O)Nc2ccccc2)no1 (configuration not stated) | -2
c1ccc(COc2cccc(-c3cc4nc(NCCc5ccncc5)ccn4n3)c2)cc1 | -1
c1ccc(CNc2c(C3CCNCC3)nc3scc(-c4ccccc4)n23)cc1 | -1
N#C[C@H](N)[C@H]1O[C@@H](n2ccc(=O)[nH]c2=O)[C@H](O)[C@@H]1O | 0
CC(C)C[C@H]1COc2cccc(N3CCOCC3)c2S(=O)(=O)N1 | 0
CCCNC(=O)c1cc(C2CCCCN2C(=O)OCC(C)C)on1 (configuration not stated) | -3
COc1ccc(-c2csc(C(NC(C)=O)c3cccc(F)c3)n2)cn1 (configuration not stated) | -1
CC1(C(=O)Nc2ccc(Cl)c(C(F)(F)F)c2)Cc2c(-c3ccccc3)ccnc2O1 (configuration not stated) | -4
CC(C)CCN(C)[C@H]1C[C@H]2c3[nH]c4ccccc4c3CCN2C[C@H]1[C@H](C)O | -2
COc1ccc(C(C)=O)cc1Cn1c(C)c(C(=O)NCc2cccc(C(F)(F)F)c2)sc1=O | 0
C[C@@H](NC(=O)[C@@H]1CCCN1C(=O)[C@@H]1CCCN1C(=O)c1ccccc1)c1ccccc1 | -2
COC(=O)[C@]12C[C@H](CC(=O)NCCc3ccccc3OC)C(=O)N(Cc3ccc4c(c3)OCO4)C1=C[C@H](C(C)(C)C)O[C@@H]2C | -6
Cn1cc(-c2coc3c(C(=O)NCc4cccnc4)cccc23)cn1 | -3
COC(=O)[C@@]12C[C@@H](CC(=O)NCCCCc3ccccc3)C(=O)N(Cc3ccccc3)C1=CCC(C)(C)C2 | -4
O=C(NC1CCCC1)C(c1ccccc1)n1c(CSCCOc2ccccc2)nc2ccccc21 (configuration not stated) | -3
CCOC(=O)C1(C)CCCN1C(=O)c1sccc1C (configuration not stated) | -3
CCOC(=O)[C@]12CCC=C1N(Cc1ccco1)C(=O)[C@H](CC(=O)NCc1cccc(C(F)(F)F)c1)C2 | -2
O=S1(=O)CCC(N(N=Cc2ccco2)c2ccccc2)C1 (configuration not stated) | 0
CCOC1=C2[C@H](c3ccccc3Cl)N(S(=O)(=O)c3ccc(C)cc3)C[C@H]2C(C#N)(C#N)C(C#N)(C#N)C1 | -3
O=[N+]([O-])c1ccc(Br)c(CN2CCN(c3ncc(Cc4ccccc4)cn3)CC2)c1 | -2
Cc1cccc(C)c1NC(=O)C(c1ccccc1)N1CCN(C/C=C/c2ccccc2)CC1 (configuration not stated) | 1
COc1ccc(NC(=O)OC[C@@H]2CSCCS(=O)(=O)N2)cc1 | 8
C[C@H](CO)N1C[C@H](C)[C@@H](CN(C)C(=O)c2ccncc2)OCc2cn(nn2)CCCC1=O | 0
COc1ccc([C@H]2CC(=O)C[C@@H](CCn3cc(-c4ccc(F)cc4)nn3)O2)cc1 | 6
O=[N+]([O-])c1cccc(NC(=S)Nc2nc(-c3ccc(Cl)cc3Cl)cs2)c1 | 4
O=C(NCc1ccco1)C1Cc2c(-c3ccccc3Oc3ccccc3)ccnc2O1 (configuration not stated) | 0
CCCc1nc2ccc(Cl)cn2c1Cc1ccccc1OC | 3
COCCNc1nc(Oc2cccc(NC(C)=O)c2)c2sccc2n1 | -2
Cc1ccc(-c2csc(C(C)(O)c3ccc(F)c(F)c3)n2)cc1C (configuration not stated) | 0

(listing goes on)
SMILES | Wnt bcat act
CC(C)CC1NC(=O)c2ccccc2-n2c1nc1ccccc1c2=O (configuration not stated) | 2
CC(C)C[C@@H]1COc2cccc(N3CCN(Cc4ccccc4F)CC3)c2S(=O)(=O)N1 | -5
CCCCCc1c(-c2ccc(F)cc2F)ncn1CCc1ccccc1OC | -6
CSc1ccc(CN2CCC2(C)C(=O)NCc2ccc3c(c2)OCO3)cc1 (configuration not stated) | -2
NC(=O)c1ccc(-c2ccc(N3C(c4ccsc4)=Cc4ccc(F)cc4C3CC(=O)c3ccco3)cc2)cc1 (configuration not stated) | -3
NC(Cc1ccc(C(F)(F)F)cc1)c1csc(NC(=O)Nc2ccccc2Cc2ccccc2)n1 (configuration not stated) | -24
COC(=O)[C@@]12C[C@@H](CC(=O)N3CCCC3)C(=O)N(Cc3ccc4c(c3)OCO4)C1=CCC(C)(C)C2 | -4
CCc1ccc2c(c1)NC(=O)C2(C)Cc1ccc(C(F)(F)F)nc1 (configuration not stated) | -4

The list is partial. The share of hits here may be higher or lower than overall.
